RXFP1 antag = blocks the human relaxin receptor RXFP1. HEK293-RXFP1, relaxin-stimulated cAMP HTRF, 30 min; hits give low values. activity change, negative = inhibition, % at 57.5 µM. 350,000 compounds, 0.59% hits. AID 1259400;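 active means activity change of -60% or lower, but not beyond a set lower limit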; further: on the % scale 0 is the no-effect control and ±100 the full control effect
Target sequence (Q9HBX9 whole entry, looked up): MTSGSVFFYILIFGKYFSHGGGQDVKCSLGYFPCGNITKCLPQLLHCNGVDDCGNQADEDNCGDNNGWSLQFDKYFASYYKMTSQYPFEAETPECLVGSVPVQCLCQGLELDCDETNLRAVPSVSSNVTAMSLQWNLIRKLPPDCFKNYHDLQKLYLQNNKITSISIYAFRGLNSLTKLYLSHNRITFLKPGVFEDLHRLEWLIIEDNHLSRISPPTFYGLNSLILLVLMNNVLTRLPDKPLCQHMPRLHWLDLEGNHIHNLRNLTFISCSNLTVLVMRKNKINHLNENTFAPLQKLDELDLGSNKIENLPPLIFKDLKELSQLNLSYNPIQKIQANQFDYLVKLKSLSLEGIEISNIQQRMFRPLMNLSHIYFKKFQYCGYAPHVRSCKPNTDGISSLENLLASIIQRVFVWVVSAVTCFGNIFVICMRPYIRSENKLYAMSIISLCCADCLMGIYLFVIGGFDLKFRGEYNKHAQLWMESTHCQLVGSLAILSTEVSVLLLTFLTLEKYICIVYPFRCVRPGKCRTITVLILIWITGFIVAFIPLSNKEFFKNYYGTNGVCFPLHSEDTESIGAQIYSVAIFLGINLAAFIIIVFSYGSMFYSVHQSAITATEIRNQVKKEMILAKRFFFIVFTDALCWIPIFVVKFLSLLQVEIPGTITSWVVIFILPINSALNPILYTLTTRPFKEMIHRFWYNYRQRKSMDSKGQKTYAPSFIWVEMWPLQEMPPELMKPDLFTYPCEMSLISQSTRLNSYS
D1 agonist = human D1 receptor agonism | activation, % at 2 µM | HEK293 T-REx D1 cells, calcium flux, agonist mode | 360,000 compounds, 1% hits | AID 504660 | P21728; further: 0% is about no effect
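Agonism was scored from calcium flux recorded over 180 s (1 read/s) after pintool compound addition, following a 10-cycle baseline. Cells were inducible force-coupled HEK293 TREx D1, plated overnight at 30 C and loaded with no-wash calcium dye.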
D2 agonist = D2 dopamine receptor (human) agonism | P14416 | 340,000 compounds, 0.53% hits | HEK293 T-REx D2 cells, calcium flux agonist mode | activation, % at 2 µM;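 active means activation over 3 SD above normal in the single-dose calcium agonist read, cut at about 30% in these data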; further: 0% is about no effect
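Tetracycline-induced HEK293 T-REx cells with force-coupled D2 receptor, plated overnight at 30 C, loaded with no-wash calcium dye. After a 10 s baseline, compound was pin-added and calcium flux read kinetically for 180 s; calcium rises flagged agonists.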
TRHR PAM = allosterically enhances the human TRH receptor; TRHR cells, fluo-8 calcium fluorescence, EC20 TRH enhancement; enhancement, % at 2 µM; AID 493056; 360,000 compounds, 0.66% hits; in the data active means enhancement above about 30%; further: 0% is about no effect
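Enhancer read-out: after compound pinning and an initial kinetic agonist-mode read, an EC20 of TRH (10 nM final) was injected and fluo-8 calcium signal (Ex 480/Em 530) followed at 1 s/cycle for 100 cycles in TRHR-expressing cells.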
D2 antag = D2 dopamine receptor (human) antagonism. HEK293 TREx D2 cells, calcium flux, dopamine EC80. P14416. inhibition, % at 10 µM. AID 485344. 340,000 compounds, 2% hits; in the data active means inhibition above about 30%; further: 0% is about no effect
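Tetracycline-induced HEK293 T-REx cells expressing D2 force-coupled to calcium signalling were dye-loaded, exposed to compound for 180 s, then challenged with an EC80 of dopamine; calcium flux was followed kinetically for a further 180 s.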
D2 potentiator = D2 dopamine receptor (human) potentiation | HEK293 T-REx D2, calcium flux, EC20 dopamine potentiation | 340,000 compounds, 0.34% hits | potentiation, % at 10 µM | AID 485347 | P14416;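 active means potentiation over 3 SD above the plate norm, cut at about 30% in these data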; further: 0% is about no effect
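Tetracycline-induced HEK293 T-REx cells force-coupled to calcium signalling expressed D2; compounds were pin-added after a 10 s baseline, read kinetically 180 s, then an EC20 dopamine challenge followed with a further 180 s calcium read.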
D1 antag = antagonists of human D1 dopamine receptor; P21728; HEK293 TREx D1 cells, calcium flux, dopamine EC80; hits give low values; 360,000 compounds, 3.2% hits; activity change, negative = inhibition, % at 10 µM; in the data active means activity change below about -30%; further: on the % scale 0 is the no-effect control and ±100 the full control effect
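Calcium flux readout: force-coupled, inducible Hek293 Trex D1 line, cells induced overnight at 30 C with tetracycline, dye-loaded 30–90 min at RT. Antagonism scored against EC80 dopamine challenge given 180 s after compound.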
TRHR ag = agonists of human TRH receptor; TRHR cells, calcium flux fluo-8, FDSS agonist mode; activation, % at 2 µM; 360,000 compounds, 0.18% hits; AID 493084; further: 0% is about no effect
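Steps: seed TRHR cells overnight; add fluo-8 no-wash Ca dye, RT 30 min–1.5 h; record 10 s baseline; pin-transfer compounds; monitor fluorescence 1 cycle/s for the agonist window. Calcium increases flag candidate agonists.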
D1 potentiator = potentiators of human D1 dopamine receptor | P21728 | HEK293 TREx D1 cells, calcium flux, dopamine EC20 potentiation | potentiation, % at 10 µM | 360,000 compounds, 0.036% hits | AID 504651; in the data active means potentiation above about 30%; further: 0% is about no effect
* = called active by the depositor; . = not tested or not shown. Unless noted, no stated cut-off is given here; in the data, active means activation above about 30%; inactive means the rest.

cpd | molecule | RXFP1 antag | D1 agonist | D2 agonist | TRHR PAM | D2 antag | D2 potentiator | D1 antag | TRHR ag | D1 potentiator
1 | COc1ccc(OC(=O)CN2C(=O)C3C4CCC(C4)C3C2=O)cc1 (stereo not drawn) | -2 | 5 | 1.0 | 12 | -14 | 20 | -3 | 0.9 | -4
2 | CN(Cc1ccc(Cl)c(Cl)c1)C(=O)C1CSC2(C)CCC(=O)N12 (stereo not drawn) | 3 | 5 | -0.7 | -6 | 15 | -10 | 8 | -0.3 | .
3 | CC(=O)Nc1cccc(NC(=O)c2cccc(S(=O)(=O)N3CCN(Cc4ccccc4)CC3)c2)c1 | 6 | 11 | -0.5 | -2 | 19 | -2 | -6 | -0.2 | -6
4 | Cc1nc2ccccc2n1CC(O)Cn1c2ccccc2c2ccccc21 (stereo not drawn) | 2 | 4 | 1.2 | -4 | 27 | -4 | -6 | 0.8 | 5
5 | O=C(CCC1CCCC1)NCCCN1CCOCC1 | 4 | 5 | 1.4 | 4 | -4 | 6 | 0 | 0.1 | 12
6 | C=CCNC(=S)NNC(=O)c1ccc(OCC(C)C)cc1 | 3 | -2 | -1.0 | -3 | 17 | -7 | 1 | -0.4 | -1
7 | O=C(NNC(=S)Nc1ccc(F)cc1)c1ccccc1OC(F)F | 9 | -2 | 1.7 | -1 | -3 | -17 | -10 | 0.7 | 2
8 | CCOc1ccc(NC(=O)CSc2nc(C)cc(C)n2)cc1 | 22 | 1 | -1.6 | -1 | -7 | -11 | -14 | -0.4 | 2
9 | C=CCOc1ccccc1CN(C(=O)CCl)c1ccc2c(c1)OCO2 | -4 | 1 | 0.2 | 4 | 33* | 5 | -21 | -0.2 | 5
10 | COc1ccc(OC)c(CNC(=O)CCCc2cn(C)c3ccccc23)c1 | . | -4 | -0.1 | 5 | -8 | -1 | 4 | -0.4 | 4
11 | N#Cc1c[nH]n2c(NC3CCCC3)c(-c3cccc(Br)c3)nc12 | 2 | 4 | 0.4 | -8 | . | -3 | 4 | -0.3 | -2
12 | CN(C)c1ccc(N/C=C/C(=O)C(F)(F)F)cc1 | . | 4 | 2.1 | -3 | -6 | -5 | 5 | 1.4 | -1
13 | CCOC(=O)Cc1cnc(N)s1 | 7 | -2 | 0.4 | -1 | 16 | -2 | -4 | 0.5 | -6
14 | CCCCOc1ccc(C(=O)NCc2nnnn2-c2ccc(C)c(C)c2)cc1 | -35 | 3 | 0.2 | 5 | . | 13 | -20 | -0.5 | 0
15 | C=C(C)CC1Nc2ccccc2NC1CC(=C)C (stereo not drawn) | 11 | 5 | 0.6 | 1 | 2 | 12 | -62* | 8.7 | 1
16 | Cc1cccc(COC(=O)CCCNC(=O)c2ccc(Cl)cc2)c1 | -5 | 16 | -1.3 | -3 | -17 | -5 | -19 | 0.4 | .
17 | CCc1nn(CC(=O)N2CCN(C)CC2)c(=O)c2cccn12 | 13 | 4 | 0.0 | -2 | 11 | 2 | -2 | 0.1 | -2
18 | COc1ccc(Cl)cc1NC(=O)c1ocnc1C | -6 | 3 | . | -2 | . | . | 13 | 0.1 | 3
19 | COc1ccc(/C=N/NC(=O)c2ccc(-n3cnnn3)cc2)cc1 | -7 | 1 | 0.2 | 11 | -1 | -3 | -65* | 0.3 | 12
20 | COc1cccc(OCCSc2nc3ccccc3c(=O)[nH]2)c1 | 2 | 1 | 1.5 | -15 | 10 | 10 | -27 | 0.2 | 0
21 | CS(=O)(=O)N(CC(=O)NC1CCCCC1)Cc1ccc(Cl)cc1 | 17 | 0 | 0.1 | -1 | -1 | -2 | 0 | 0.1 | -6
22 | COc1ccc(CCN2CC(C(=O)NCc3cccc4[nH]ccc34)CCC2=O)cc1 (stereo not drawn) | -4 | 4 | -0.9 | 2 | -15 | -1 | -10 | -0.2 | -3
23 | COc1ccccc1N1CCN(CCC(=O)Nc2ccc(F)cc2)CC1 | 3 | -1 | 5.1 | 6 | 66* | -23 | 0 | 0.4 | -13
24 | COC(=O)[C@@H](NC(=O)N1CCC(C)CC1)C(C)C | -7 | 1 | 0.1 | 3 | 17 | 2 | 5 | 0.8 | 4

5 entries picked at random from the list so far, as already listed:
cpd | molecule | RXFP1 antag | D1 agonist | D2 agonist | TRHR PAM | D2 antag | D2 potentiator | D1 antag | TRHR ag | D1 potentiator
21 | CS(=O)(=O)N(CC(=O)NC1CCCCC1)Cc1ccc(Cl)cc1 | 17 | 0 | 0.1 | -1 | -1 | -2 | 0 | 0.1 | -6
24 | COC(=O)[C@@H](NC(=O)N1CCC(C)CC1)C(C)C | -7 | 1 | 0.1 | 3 | 17 | 2 | 5 | 0.8 | 4
20 | COc1cccc(OCCSc2nc3ccccc3c(=O)[nH]2)c1 | 2 | 1 | 1.5 | -15 | 10 | 10 | -27 | 0.2 | 0
17 | CCc1nn(CC(=O)N2CCN(C)CC2)c(=O)c2cccn12 | 13 | 4 | 0.0 | -2 | 11 | 2 | -2 | 0.1 | -2
23 | COc1ccccc1N1CCN(CCC(=O)Nc2ccc(F)cc2)CC1 | 3 | -1 | 5.1 | 6 | 66* | -23 | 0 | 0.4 | -13

New compounds follow
cpd | molecule | RXFP1 antag | D1 agonist | D2 agonist | TRHR PAM | D2 antag | D2 potentiator | D1 antag | TRHR ag | D1 potentiator
25 | CC(=O)c1cccc(NC(=O)CN(Cc2ccccc2)S(C)(=O)=O)c1 | -3 | 3 | 0.6 | -2 | 0 | -12 | 0 | 0.7 | 1
26 | CC1=C(C(=O)OC(C)C)C(c2ccncc2)n2ncnc2N1 (stereo not drawn) | 5 | 2 | 0.1 | 9 | -2 | -10 | -12 | -0.2 | -2
27 | Nc1nc(SCC(=O)Nc2ccc(Cl)c(S(=O)(=O)N3CCOCC3)c2)n[nH]1 | 4 | 2 | -1.1 | -1 | 20 | 6 | 6 | 1.0 | 0
28 | O=C(CNC(=O)c1cc(Cl)nc2ccccc12)Nc1ccccc1Br | -1 | 12 | -0.6 | -1 | 12 | -8 | -12 | 0.0 | .
29 | Cc1cccc(N(C)C(=O)c2cc3cc4ccc(C)cc4nc3o2)c1 | -4 | 0 | -0.5 | -5 | -11 | -11 | -8 | -0.3 | 0
30 | CN(C)c1ccc2c(O)cc(=O)n(C)c2c1 | 1 | 3 | 0.6 | -3 | -11 | -2 | 4 | 0.1 | -6
31 | CCOc1ccc(-c2nnn(CC(=O)NCc3ccc4c(c3)OCO4)n2)cc1 | -6 | 1 | -1.6 | 1 | -3 | 8 | -11 | 0.3 | -4
32 | Cc1cccc(NS(=O)(=O)c2coc(C(N)=O)c2)c1C | -5 | 4 | . | 0 | . | . | -6 | 0.1 | -1
33 | COc1cccc(C2CC(=O)Nc3cc4c(cc32)OCO4)c1OC(C)C (stereo not drawn) | . | 0 | -0.2 | 4 | . | 1 | 7 | -0.8 | -1
34 | CCn1c(-c2ccccc2)c(C(=O)CC#N)c2ccccc21 | 14 | 3 | -0.2 | -4 | 4 | 2 | -19 | 0.5 | 1
35 | CCO[C@@H]1OC(C(=O)N2CCN(Cc3ccc4c(c3)OCO4)CC2)=C[C@H](c2ccc3c(c2)OCO3)[C@H]1CCCO | . | -5 | -0.1 | -1 | -10 | 11 | -24 | -0.4 | -2
36 | COc1ccc(OC)c(NC(=O)C2CCCCC2C(=O)O)c1 (stereo not drawn) | -5 | 3 | -0.3 | 7 | 8 | 7 | 9 | 0.1 | -5
37 | O=C(CC(Cc1ccccc1)c1ccco1)NCc1ccco1 (stereo not drawn) | 2 | 1 | 0.5 | -3 | 2 | -1 | -9 | -0.1 | -3
38 | CCOC(=O)N1CCN(c2c(Nc3cc(C)[nH]n3)c(=O)c2=O)CC1 | . | 3 | 0.4 | 35* | 6 | -9 | 24 | 0.2 | .
39 | N/C(=N/O)c1ccccc1N1CCC(Cc2ccccc2)CC1 | 11 | 1 | 0.5 | 0 | 16 | 13 | -11 | -1.3 | 0
40 | COc1cccc(CNS(=O)(=O)c2cc(-c3cc(C)no3)ccc2C(C)C)c1 | -3 | 6 | -0.2 | -5 | -1 | 5 | -12 | 0.3 | -1
41 | Cc1ccc(-c2cc(NC(=O)C(C)Oc3ccccc3F)on2)cc1 (stereo not drawn) | -35 | 11 | 0.5 | 8 | . | -11 | -20 | 1.9 | -2
42 | O=C(c1ccc2oc(CCCc3ccccc3)nc2c1)N1CCCC(CCCO)C1 (stereo not drawn) | -2 | 10 | 0.4 | 1 | -1 | -4 | -3 | -0.1 | -8
43 | O=C(CSc1nncn2c1cc1occc12)Nc1ccccc1C(F)(F)F | -7 | 9 | -0.3 | -3 | . | 4 | 0 | 0.6 | -4
44 | O=c1c2ccccc2nnn1Cc1ccc2ccccc2c1 | -16 | 5 | . | -7 | . | . | 3 | 0.5 | -2
45 | CCC(C(=O)NCCCN(CC)CC)n1ncn2c(cc3occc32)c1=O (stereo not drawn) | 5 | 0 | -0.5 | 2 | . | -6 | 2 | 0.2 | 3
46 | CC(C)c1ccc(NC(=O)CSc2nc3ncccc3[nH]2)cc1 | -3 | 6 | -0.2 | 2 | -2 | 10 | -17 | -0.6 | -2
47 | Fc1ccc(-c2cc(C(F)(F)F)n3ncnc3n2)cc1 | 7 | 0 | 0.5 | 4 | 10 | -10 | 1 | 0.3 | -2
48 | CCc1ccccc1NS(=O)(=O)c1ccc2c(c1)NC(=O)CC(=O)N2 | 14 | 3 | -1.1 | 3 | 1 | 8 | 3 | 0.0 | -4
49 | CCOc1cc(C(=O)N2CCN(c3ccccc3)CC2)cc(OCC)c1OCC | 10 | 1 | . | 4 | -18 | 8 | -2 | -0.8 | -1
50 | CC1(C)[C@H]2CC=C(CN3CCC(N4CCC(C(=O)N5CCCC5)CC4)CC3)[C@@H]1C2 | -4 | 3 | -0.2 | -1 | -11 | 8 | -11 | 0.9 | 0
51 | Cc1ccccc1-c1csc2ncnc(Sc3nnnn3C)c12 | . | -1 | . | -1 | . | . | 2 | -1.4 | 8
52 | CC(=O)Nc1cccc(OCC(=O)Nc2sccc2C(N)=O)c1 | 3 | 4 | . | 5 | . | . | -12 | -1.0 | -5
53 | Cc1csc2nc(COC(=O)c3ccc(Cl)c([N+](=O)[O-])c3)cc(=O)n12 | 6 | 2 | -0.1 | 2 | 3 | -5 | -3 | -0.4 | -1
54 | O=C(NNC(=S)Nc1ccccc1C(F)(F)F)C1CC1 | -18 | 1 | 0.2 | -2 | 3 | -1 | -37* | -0.7 | -6
55 | Cc1sc2ncn(CC(=O)Nc3ccc(F)cc3Cl)c(=O)c2c1S(=O)(=O)N1CCN(c2ncccn2)CC1 | . | 1 | 0.3 | 7 | . | 0 | 4 | -1.0 | 0
56 | CCCCN1CNC(=S)N(c2ccc(C(=O)OCC)cc2)C1 | 2 | 3 | 0.1 | -4 | 5 | -2 | 5 | -0.1 | -3
57 | O=C1CC(c2ccccc2)SC(N(c2ccccc2)c2ccccc2)=N1 (stereo not drawn) | -15 | 5 | -0.5 | 5 | 6 | 9 | 17 | -1.0 | 14
58 | O=C(COC(=O)c1cc[n+]([O-])cc1)Nc1ccccc1Cl | 3 | 3 | -0.7 | -10 | 2 | -7 | -8 | 0.0 | -2

Screening results: PubChem, National Center for Advancing Translational Sciences (NCATS)

Rows are unselected. About 7.3% of those tested had a hit in this group.
